# PDI turbidity: inhibitors of human PDI, primary screen, biochemical, turbidity, single point, plate reader; Protein disulfide-isomerase (Homo sapiens), P07237; 350,000 compounds, 0.052% hits; inhibition, % at 10 µM; AID 588391, 2011; PDI insulin aggregation turbidity, A650, 90 min;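 active = mean inhibition across replicates of 30% or more, whatever share of single replicates reach that level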;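 also: absorbance from insulin aggregation driven by PDI reduction with DTT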
# Glyco luc inh: increase of ERlucT glycosylation luciferase signal, primary screen, N-linked glycosylation inhibitor project, D54 ERlucT cells, luminescence, set 2; 360,000 compounds, 0.23% hits; reporter increase, % at 12.5 µM; D54 ERlucT glycosylation luciferase reporter, 24 h; percent of 100 nM tunicamycin response; AID 588692, 2011;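 active = mean luciferase reporter signal, scaled so untreated is 0 and the glycosylation-blocking control 100, at or above a set limit in every replicate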;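 also: luciferase carries N-glycosylation sites so blocking glycosylation raises the light; 0% = median of neutral control wells and 100% = median of 100 nM tunicamycin wells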
# CaV13 FRET inh: Primary screen for inhibitors of IQ motif and Ca2+-dependent inactivation inhibitor domain binding in CACNA1D, Förster resonance energy transfer in living cells, …. HEK cells, CFP/YFP FRET ICDI-IQ, plate reader, 10 min; percent FRET-ratio fall versus neutral wells. inhibition, % at 12.3 µM. 340,000 compounds, 0.098% hits. AID 743397;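 active = mean replicate inhibition of at least 30% and at least 1% of replicates passing that level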;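 also: 0% = median of the neutral control wells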
# aDG glyco up: activators of alpha-DG glycosylation, primary screen, uHTS, Pro5-aDG cells, AlphaScreen; alpha-DG glycosylation AlphaScreen (IIH6); 0% Pro5, 100% B10-LARGE cell signal; activation, % at 10 µM; 360,000 compounds, 0.22% hits; AID 624168, 2012;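 active = activation of at least 8% versus controls, or a plate z-score of at least 8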;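 also: Pro5 are CHO cells carrying HIG-tagged alpha-DG that lacks glycosylation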
# ABCB6 inh 2: ABCB6 transporter inhibitors, primary screen, K562-ABCB6 cells, flow cytometry, MLPCN library | K562-ABCB6 porphyrin accumulation, 1 h; hits give low values | fluorescence ratio to DMSO, % at 10 µM | 360,000 compounds, 0.19% hits;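 active = fluorescence ratio to DMSO below 75%, the collection mean minus 3 SD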;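 also: signal is porphyrin accumulated inside mitochondria; 100% equals median channel fluorescence of DMSO control wells; lower ratio means ABCB6 inhibition with less porphyrin fluorescence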
# Target sequence (Q9NP58 whole entry, looked up): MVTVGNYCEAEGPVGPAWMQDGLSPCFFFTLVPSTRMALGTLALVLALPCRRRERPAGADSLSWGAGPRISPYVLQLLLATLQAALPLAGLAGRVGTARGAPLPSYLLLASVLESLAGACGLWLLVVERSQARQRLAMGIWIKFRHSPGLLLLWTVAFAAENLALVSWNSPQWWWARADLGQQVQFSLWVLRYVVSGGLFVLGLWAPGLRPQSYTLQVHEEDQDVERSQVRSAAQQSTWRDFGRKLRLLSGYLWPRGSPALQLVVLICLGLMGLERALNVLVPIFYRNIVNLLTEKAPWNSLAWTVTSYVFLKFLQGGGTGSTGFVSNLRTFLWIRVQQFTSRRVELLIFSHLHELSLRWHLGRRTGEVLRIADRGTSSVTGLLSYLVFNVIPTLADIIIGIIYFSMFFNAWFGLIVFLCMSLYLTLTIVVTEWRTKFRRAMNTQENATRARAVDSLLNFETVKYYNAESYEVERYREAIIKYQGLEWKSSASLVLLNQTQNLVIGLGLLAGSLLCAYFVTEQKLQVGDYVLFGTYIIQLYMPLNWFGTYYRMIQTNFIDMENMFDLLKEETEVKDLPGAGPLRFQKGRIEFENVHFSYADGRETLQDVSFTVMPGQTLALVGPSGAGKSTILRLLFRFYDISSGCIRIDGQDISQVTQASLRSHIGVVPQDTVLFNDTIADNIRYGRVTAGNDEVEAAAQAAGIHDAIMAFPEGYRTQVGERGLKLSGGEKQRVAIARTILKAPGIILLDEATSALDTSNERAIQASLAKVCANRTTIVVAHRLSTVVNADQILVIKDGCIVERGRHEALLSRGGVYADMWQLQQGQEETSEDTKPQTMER
# Vif imaging: HIV Vif self-association inhibitors, primary screen, imaging, HEK293T, single point | HEK293T cells, Vif self-association by quenched fluorescence, 24 h | inhibition, % at 7.49 µM | 340,000 compounds, 0.35% hits | AID 602346, 2012; in the data active = inhibition above about 50%, passing the limit was not always enough; also: some results filed as inactive read as strong as hits
# HTR2A ag: mouse Htr2a agonists via beta-arrestin recruitment, primary screen, cell-based, luminescence. CHO-K1 mHTR2A beta-arrestin complementation; percent of 30 µM serotonin response. activation, % at 7.6 µM. 360,000 compounds, 0.66% hits. AID 624169, 2012;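 active = activation above a run cutoff, the mean activation of all tested compounds plus 3 SD, cut at about 14% in these data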;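 also: 0% = plate median of compound wells and 100% = 30 µM serotonin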
# H9c2 protect: cardioprotection against H2O2-induced cell death, primary screen, uHTS, H9c2 cells, ATPLite luminescence; H9c2 cardiomyocytes, H2O2 injury protection, 2 h; protection from H2O2 cell death, % at 20 µM; 360,000 compounds, 0.63% hits; AID 588492, 2011;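 active = compounds giving at least 50% protection of heart cells from peroxide-induced death in the single-dose screen, raw or plate-pattern-corrected value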;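 also: 0% = DMSO wells with peroxide and 100% = DMSO wells without peroxide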
# Exocytosis inh: LAMP-1 surface exposure blockers, TALL-104 cells – cell-based, flow cytometry, MLPCN library, primary screen; TALL-104 LAMP-1 surface exposure; cells stimulated with thapsigargin and PMA; inhibition, % at 10 µM; 360,000 compounds, 0.66% hits; AID 651702, 2012;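 active = inhibition above about 55%, limit read from the data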
# iPSC survival up: enhancers of single-cell hiPSC survival, primary screen, ATPlite luminescence | survival enhancement, % at 20 µM | 360,000 compounds, 0.044% hits | 100% = ROCK inhibitor wells, 0% = DMSO; in the data active = survival enhancement above about 18%;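 also: cells exposed to compounds for 16 hours before the ATP read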
# An asterisk follows results filed as active; nt = no result given; & = joins results of further samples.
SMILES,PDI turbidity,Glyco luc inh,CaV13 FRET inh,aDG glyco up,ABCB6 inh 2,Vif imaging,HTR2A ag,H9c2 protect,Exocytosis inh,iPSC survival up
CCc1nc2c(OCCOC)cccn2c1N(C)C(=O)c1ccc(C)cc1,-3,2,-9,-0.2,95,-5,1,12,-7,-0.1
N#CCCN(C(=O)COc1ccc(C#N)cc1)c1ccc(F)cc1,4,-2,4,0.1,105,15,-3,4,-14,-0.6
O=C(CSc1nnc(-c2ccc(O)cc2)n1Cc1ccco1)c1ccccc1,0,-1,-5,0.1,103,-13,-5,2,4,1.2
COC(=O)c1ccccc1NC(=S)NC(=O)COc1ccc(C)cc1,7,3,nt,-0.4,99,3,-2,7,-1,0.6
O=C(O)C1CC(O)CN1S(=O)(=O)c1cccs1 (stereo not given),18,4,-4,0.0,93,1,2,0,1,1.7
CCCCc1ccc(S(=O)(=O)NCCCN2CCCC2=O)cc1,3,3,-6,0.6,98,-13,4,-8,-5,0.4
COc1ccc(-c2cc(C(=O)Nc3c(F)cc(F)cc3Br)no2)cc1,2,-2,-3,0.2,96,-1,9,-7,3,0.1
CCCCCCN1CCN(C2CN(Cc3ccccc3)S(=O)(=O)C2)CC1 (stereo not given),nt,3,-10,0.2,100,nt,1,-4,-4,-1.8
Cc1ccc(NC(=O)CN(C)C(=O)CSc2nc3ccccc3c(=O)n2CCO)cc1,-1,0,-2,0.3,103,-10,-7,1,-6,-0.3
Cc1ccc(NC(=O)NCc2ccc3[nH]c(C)cc3c2)cc1,4,-12,-5,-0.3,224,nt,4,-5,-2,-1.1
CS(=O)(=O)N1CCN(c2ncnc3c2cnn3-c2ccccc2)CC1,-4,0,6,0.2,99,0,8,-2,-1,0.2
CCOC(=O)[C@H]1[C@H]2COc3ccc(OC)cc3[C@H]2N2C(=O)CNC(=O)[C@@]12C,5,6,-10,0.7,100,-2,7,6,0,3.4
O=C(COC(=O)CN1C(=O)c2ccccc2C1=O)NC1CCCCC1,5,1,-4,-0.1,99,18,13,-2,-4,-0.3
COc1ccc(C(=O)COC(=O)c2ccc3c(c2)OCO3)c(OC)c1,-4,-1,-3,-0.2,91,0,6,-3,14,-0.7
NS(=O)(=O)c1cc(C(=O)OCC(=O)N2CCc3ccccc3C2)ccc1Cl,-11,-2,-2,-0.2,98,10,1,7,2,0.0
Nc1nnc(CC(=O)N/N=C/c2ccc(-c3ccccc3Cl)o2)s1,-13,0,-4,0.0,100,-3,2,-4,21,-0.3
COc1ccc(CNC(=O)Cn2nc(C)n3cccc3c2=O)cc1,2,2,-2,-0.3,97,-2,-1,3,0,-0.6
O=C(O)CCc1ccc(-c2ccc(Cl)cc2)o1,-7,1,-9,6.5,96,5,1,6,15,0.5
O=c1c([N+](=O)[O-])c(N2CCCCCC2)c2ccccc2n1-c1ccccc1,12,3,nt,-0.4,103,7,-6,-4,-1,3.5
CSc1ccccc1NC(=O)c1ccccc1,-4,3,-5,0.0,94,-12,-1,4,-5,-0.9
Cc1cccc(N(CC(=O)Nc2c(C)n(C)n(-c3ccccc3)c2=O)S(C)(=O)=O)c1C,11,1,nt,-0.1,103,1,6,4,-2,-0.6
Cc1ccccc1N(CC(=O)Nc1ccccc1C(=O)O)S(C)(=O)=O,2,0,-4,-0.2,94,-2,-2,-2,-2,-1.8
CCOC(=O)c1ccc(NC(=O)CCC2COc3ccccc3O2)cc1 (stereo not given),-32,0,-3,0.3,98,2,4,-12,-2,2.0
CCc1ccccc1NS(=O)(=O)c1cc(C)ccc1OC,-1,-4,-2,0.6,103,-2,-5,-9,4,0.1
Cc1ccc(OCC(=O)NC(=S)Nc2cccc(NC(=O)c3ccccc3Cl)c2)cc1,-12,0,-2,-0.2,98,-8,3,-7,2,-0.3

# Shown as tab-separated lines: entries from further up
smiles	PDI turbidity	Glyco luc inh	CaV13 FRET inh	aDG glyco up	ABCB6 inh 2	Vif imaging	HTR2A ag	H9c2 protect	Exocytosis inh	iPSC survival up
Nc1nnc(CC(=O)N/N=C/c2ccc(-c3ccccc3Cl)o2)s1	-13	0	-4	0.0	100	-3	2	-4	21	-0.3
COc1ccc(CNC(=O)Cn2nc(C)n3cccc3c2=O)cc1	2	2	-2	-0.3	97	-2	-1	3	0	-0.6
O=C(O)CCc1ccc(-c2ccc(Cl)cc2)o1	-7	1	-9	6.5	96	5	1	6	15	0.5
O=c1c([N+](=O)[O-])c(N2CCCCCC2)c2ccccc2n1-c1ccccc1	12	3	nt	-0.4	103	7	-6	-4	-1	3.5
CSc1ccccc1NC(=O)c1ccccc1	-4	3	-5	0.0	94	-12	-1	4	-5	-0.9
Cc1cccc(N(CC(=O)Nc2c(C)n(C)n(-c3ccccc3)c2=O)S(C)(=O)=O)c1C	11	1	nt	-0.1	103	1	6	4	-2	-0.6
Cc1ccccc1N(CC(=O)Nc1ccccc1C(=O)O)S(C)(=O)=O	2	0	-4	-0.2	94	-2	-2	-2	-2	-1.8
CCOC(=O)c1ccc(NC(=O)CCC2COc3ccccc3O2)cc1 (stereo not given)	-32	0	-3	0.3	98	2	4	-12	-2	2.0
CCc1ccccc1NS(=O)(=O)c1cc(C)ccc1OC	-1	-4	-2	0.6	103	-2	-5	-9	4	0.1
Cc1ccc(OCC(=O)NC(=S)Nc2cccc(NC(=O)c3ccccc3Cl)c2)cc1	-12	0	-2	-0.2	98	-8	3	-7	2	-0.3

# The results go on.
SMILES,PDI turbidity,Glyco luc inh,CaV13 FRET inh,aDG glyco up,ABCB6 inh 2,Vif imaging,HTR2A ag,H9c2 protect,Exocytosis inh,iPSC survival up
N#CCc1nn(-c2ccccc2)c(N)c1C#N,-3,-2,-5,-0.1,101,-7,0,1,-7,3.0
C/C(=N\NC(=O)c1ccccc1N)c1ccc(NC(=O)Cc2ccccc2)cc1,-1,-1,-10,0.0,89,-2,3,-2,-11,-0.4
COc1ccc(C(=O)Nc2cc(C)on2)c(OC)c1,4,-3,-19,-0.1,92,-4,7,-8,7,-0.3
Cn1cccc1C(=O)NC1CCCCC1,-7,1,-2,0.0,100,-9,-3,-7,2,0.6
Cc1onc(-c2ccccc2Cl)c1C(=O)OCC(=O)Nc1cccc(S(=O)(=O)N2CCOCC2)c1,4,-1,-5,0.0,99,9,-5,-8,6,-0.4
CCOCCCNC(=O)c1ccc(OC2CCN(C(C)=O)CC2)c(OC)c1,-2,0,-20,0.0,100,0,-8,-2,-5,-0.8
CC(C)CN(C(=O)CCc1ccccc1Cl)c1c(N)n(Cc2ccccc2)c(=O)[nH]c1=O,1,-2,-6,-0.1,99,23,-1,0,-4,-0.5
CSc1cccc(NC(=O)c2cc(S(=O)(=O)N3CCCCC3)c[nH]2)c1,-2,4,-4,1.6,99,4,-5,-4,-2,-3.1
C(=C\c1ccncc1)/c1ccccc1,1,-1,-3,-0.1,99,nt,0,1,-1,0.5
COc1ccc(-c2nc(C3CCCCC3)no2)cc1OC,-7,-5,-8,0.2,98,-4,0,1,2,-2.0
Cc1cc(NC(=O)CSc2nnc(NCc3ccccc3)s2)no1,16,1,-6,0.0,96,-2,0,4,2,-0.5
C=CCNC(=O)Nc1ccc(Br)cc1Cl,3,0,-5,1.8,90,4,3,-6,-2,1.2
Cc1ccc(C(=O)Cn2ncsc2=N)cc1,-9,0,-5,0.0,99,-4,-4,-1,3,2.1
Cc1nc(NC(=O)CCC(=O)O)sc1C(=O)N(C)C,10,2,nt,0.1,108,-6,11,2,-2,2.1
O=C(c1ccccc1F)N1CCCC(C(=O)N2CCN(c3ccccc3)CC2)C1 (stereo not given),-7,3,-5,-0.1,97,-7,1,-3,0,-0.2
Cc1ccc(C2CC(=O)C(C=NCCN3CCN(CC(=O)Nc4cc(C)cc(C)c4)CC3)=C(O)C2)cc1 (stereo not given),-9,0,-3,-0.2,105,-1&-5,7,1,-1,-2.6
CC(CCN1CCN(c2ccccc2)CC1)c1ccccc1 (stereo not given),1,-2,-19,-0.1,99,4,-7,-4,43,-0.6
CC(C)CC(=O)NC(=S)Nc1ccccc1F,-3,1,30,0.2,99,20,-3,-4,3,0.8
Cc1ccc(C2=NC(=O)/C(=C/c3cc(O)c(O)c(Br)c3)S2)cc1,3,5,-3,-0.1,111,1,-1,7,-9,-1.0
COc1ccc(N(C(=O)c2cccnc2)S(=O)(=O)c2ccc(OC)c(OC)c2)cc1,nt,-1,8,-0.2,97,14,0,27,5,-1.3
Cc1ccc(NC(=O)c2ccc(OCc3c(C)noc3C)cc2)cc1C,9,-6,-2,0.3,92,-18,0,-6,-2,-0.7
CCCCC(c1nnnn1CC1CCCO1)N1CCN(c2ccccc2)CC1 (stereo not given),-4,-1,-1,0.2,95,-7,1,-6,3,0.8
CC(=O)c1nc(N2C(=O)C3CC=C(C)CC3C2=O)sc1C (stereo not given),5,2,-10,0.1,91,19,5,-8,-1,1.7
COc1ccccc1N1CC(C(=O)Nc2ccc3c(c2)OCO3)CC1=O (stereo not given),3,3,-5,0.1,100,7,-1,1,0,2.0
COC(=O)C1C(c2ccc(Br)cc2)Nc2nnc(C(F)(F)F)n2C1(C)O (stereo not given),1,0,-5,-0.1,92,-2,2,4,-1,-0.3

# Other compounds:
SMILES,PDI turbidity,Glyco luc inh,CaV13 FRET inh,aDG glyco up,ABCB6 inh 2,Vif imaging,HTR2A ag,H9c2 protect,Exocytosis inh,iPSC survival up
O=C(CNC(=O)c1ccccc1F)NNC(=O)c1ccccc1O,10,1,-6,-0.2,97,15,7,-1,-2,-0.5
Cc1ccc(C(=O)NCC(=O)OCc2c(F)cccc2Cl)cc1,-3,-2,-7,-0.1,100,3,-2,-4,-2,-0.5
CC1S/C(=C(\C#N)C(=O)NCc2ccco2)N(Cc2ccco2)C1=O (stereo not given),3,3,nt,-0.2,98,-1,-4,4,3,-0.3
Cc1ccc(-n2c(-c3ccco3)nc3c(cnn3-c3ccccc3C)c2=O)cc1,-8,-3,-7,-0.1,93,nt,-5,11,-2,-3.1
COC(=O)[C@@]1(C)[C@H]2C(=O)N(C)C(=O)[C@H]2[C@H]2CN=C(SCc3ccc(Cl)cc3)N21,4,1,-7,0.0,100,nt,1,1,-2,-0.1
O=S(=O)(Cc1ccccc1)Nc1cccc(F)c1,-4,-1,2,0.0,97,-12,1,1,-6,0.5
O=C(Nc1ccccc1F)c1ccc(S(=O)(=O)N2CCCCCC2)cc1,16,-1,-2,-0.1,94,-3,0,-11,-1,1.9

# Compound activity as filed in PubChem.
